Assay outcomes deposited in PubChem BioAssay by several laboratories.
3CLpro inhibitor: SARS-CoV 3CLpro protease inhibition; P0C6X7; recombinant SARS-CoV 3CLpro, quenched FRET peptide cleavage; inhibition, % at 6 µM; 290,000 compounds, 0.14% hits; AID 1706; in the data active = inhibition above about 12%
VHR inh abs: inhibitors of human VHR1 phosphatase (DUSP3). P51452. recombinant VHR phosphatase, pNPP absorbance. inhibition, % at 13.3 µM. 290,000 compounds, 0.52% hits. AID 1654; in the data active = inhibition above about 50%; also: some compounds called inactive have numbers as strong as hits
Target sequence (P51452 whole entry, looked up): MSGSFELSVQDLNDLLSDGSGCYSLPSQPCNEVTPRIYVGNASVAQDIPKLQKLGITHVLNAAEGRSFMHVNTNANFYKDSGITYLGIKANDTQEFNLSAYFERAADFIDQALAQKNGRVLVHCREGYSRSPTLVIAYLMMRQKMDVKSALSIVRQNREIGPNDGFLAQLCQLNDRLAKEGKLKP
PrPC surface inh: reduces human prion protein on the cell surface | inhibition, % at 13.8 µM | 370,000 compounds, 0.43% hits | cell surface PrPC, TR-FRET read-out; in the data active = inhibition above about 24%; also: 0% = median of the test wells and 100% = reference compound wells
Rv3671c protease: inhibitors of M. tuberculosis serine protease Rv3671c; 320,000 compounds, 0.048% hits; P9WHR9; inhibition, % at 5.96 µM; in the data active = inhibition above about 38%;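 also: extracellular domain of Rv3671c used as enzyme; 0% = enzyme with DMSO and 100% = no enzyme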
Target sequence (P9WHR9 whole entry, looked up, the tested form may be a part): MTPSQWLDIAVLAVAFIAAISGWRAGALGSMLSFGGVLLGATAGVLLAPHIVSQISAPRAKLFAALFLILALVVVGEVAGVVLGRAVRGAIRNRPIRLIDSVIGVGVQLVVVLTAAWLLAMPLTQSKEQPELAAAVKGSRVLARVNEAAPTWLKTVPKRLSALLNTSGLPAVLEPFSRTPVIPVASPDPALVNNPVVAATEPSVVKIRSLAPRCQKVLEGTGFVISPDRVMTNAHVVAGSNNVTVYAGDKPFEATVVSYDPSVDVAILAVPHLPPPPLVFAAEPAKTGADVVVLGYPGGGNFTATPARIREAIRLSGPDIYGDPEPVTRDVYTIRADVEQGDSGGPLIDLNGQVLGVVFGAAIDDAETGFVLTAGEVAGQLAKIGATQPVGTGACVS
* marks the source's active call; other numbers are inactive results; . = not tested or not shown. These rows are one share of the data; the hit share may differ from the screen's.

Short forms: A = 3CLpro inhibitor; B = VHR inh abs; C = PrPC surface inh; D = Rv3671c protease
1: CCOC(=O)c1cc(-c2ccc(C)c([N+](=O)[O-])c2)nc2c1c(=O)n(C)c(=O)n2C
  A: -5; B: 1; C: .; D: 0

2: COCCN1C(=O)N[C@H](c2cccc(C(F)(F)F)c2)C(C(=O)OC)=C1C
  A: -1; B: 8; C: .; D: 7

3: CC(=O)N[C@@H](C)c1nc2ccccc2n1CCNC(=O)[C@H]1CCCN1c1nc(CN2CCCCC2)cs1
  A: 4; B: 44; C: .; D: 5

4: CC(Cc1ccccc1)(NC(=O)CN)c1ccccc1 (stereo not given)
  A: 2; B: -11; C: .; D: -1

5: CCCCn1c(=O)[nH]c(=O)c2c1nc(-c1ccc(CC)c([N+](=O)[O-])c1)n2C
  A: 1; B: 38; C: .; D: 3

6: O=C(/C=C/c1ccccc1)NC1CC2CCCC(C1)N2Cc1ccccc1 (stereo not given)
  A: -2; B: 15; C: .; D: 4

7: CC(C)[C@@H]1OC(=O)[C@@H]2CCCN2C(=O)[C@H](C)OC(=O)[C@H](C)[C@@H](C(C)C)NC(=O)[C@@H]2CCCN2C(=O)[C@H]([C@H](C)Cc2ccccc2)NC(=O)[C@@H]2CCCN2C(=O)[C@@H](C(C)C)N(C)C1=O
  A: .; B: .; C: -3; D: .

8: CCCN1CNc2c(c(=O)[nH]c(=S)n2CCc2cccc(Cl)c2Cl)C1
  A: .; B: .; C: -11; D: .

9: COc1ccc(Oc2c(Cl)cnn(-c3ccc(C(C)C)c(C)c3)c2=O)cc1
  A: .; B: .; C: -11; D: .

10: CCc1c2c3n4c1CCC[C@@H]4C[C@@H]3O[Si](C(C)C)(C(C)C)OC(C)C2=O (stereo not given in full)
  A: .; B: .; C: 0; D: .

11: COc1ccccc1CN[C@@H]1CC[C@@]23CCCN2C(=O)CCC[C@H]3C1
  A: .; B: .; C: -1; D: .

12: CCCCCc1ccc(NC(=O)O[C@@H]2CC[C@@]34CCCN3C(=O)CCC[C@H]4C2)cc1
  A: .; B: .; C: -3; D: .

13: Oc1ccc(-c2nn[nH]n2)c2cccnc12
  A: .; B: .; C: -9; D: .

14: CC1CCC2(CC1)CCC2NCc1ccc(Cl)c(Cl)c1 (stereo not given)
  A: .; B: .; C: 0; D: .

15: CCC[C@H]1[C@@H](N(C)Cc2ccccc2)CC[C@@]23CCCN2C(=O)CCC[C@@H]13
  A: .; B: .; C: 6; D: .

16: CC1CN(c2ccnc3cc(Cl)ccc23)CCN1C(=O)c1ccc(Cl)cc1 (stereo not given)
  A: .; B: .; C: -2; D: .

17: C[C@H]1[C@H](NC(=O)c2ccc(Cl)c(C(F)(F)F)c2)CC[C@@]23CCCN2C(=O)CCC[C@@H]13
  A: .; B: .; C: -2; D: .

18: O=[N+]([O-])c1cnc2ccccc2c1Sc1ccccc1
  A: .; B: .; C: -7; D: .

19: COc1ccc(C(c2ccc(OC)cc2)N2CCN(C(=O)c3noc(C)c3[N+](=O)[O-])CC2)cc1
  A: .; B: .; C: 1; D: .

20: CCOc1ccc(CCNC(=O)c2ccc3[nH]ccc3c2)cc1OCC
  A: .; B: .; C: 4; D: .

21: C[C@H]1[C@H](N(Cc2cccs2)Cc2cccs2)CC[C@@]23CCCN2C(=O)CCC[C@@H]13
  A: .; B: .; C: 5; D: .

22: Cc1ccc(S(=O)(=O)N2CC3(COC(C)(C)OC3)C[C@H]2CON2C(C)(C)CCCC2(C)C)cc1
  A: .; B: .; C: 9; D: .

23: O=C(OCc1ccccc1)[C@H](Cc1ccccc1)NC(=O)[C@@H]1CC=C[C@@H]2CCN(Cc3ccccc3)C(=O)[C@@H]21
  A: .; B: .; C: 6; D: .

24: O=C(NCCCc1ccccc1)[C@H](CO)NC1(C(=O)NCCc2c[nH]c3ccccc23)CCCCC1
  A: .; B: .; C: -5; D: .

25: CC(C)=CCC/C(C)=C/C[C@]12C[C@H](C(=O)O)N(C(=O)OC(C)(C)C)[C@@H]1N(C(=O)OC(C)(C)C)c1ccccc12
  A: .; B: .; C: -7; D: .

26: NC(=O)C1CCN(c2ccnc(Cl)n2)CC1
  A: .; B: .; C: 9; D: .

27: Cc1ccc(OCCn2c(CCNC(=O)C3CCCCC3)nc3ccccc32)cc1
  A: .; B: .; C: -3; D: .

28: CN1C2=NC(c3ccc4ccccc4c3)CC(=O)N2/C(=C\c2ccccc2)C1c1ccccc1C(F)(F)F (stereo not given)
  A: .; B: .; C: 2; D: .

29: O=C(NCc1cccc(C(F)(F)F)c1)O[C@H]1CC[C@@]23CCCN2C(=O)CCC[C@H]3C1
  A: .; B: .; C: -7; D: .

30: CCCC1CCC2(CC1)CCC2OC(=S)NCc1cccc(F)c1 (stereo not given)
  A: .; B: .; C: 0; D: .

31: C[C@H]1[C@@H](OC(=O)N2CCN(c3ccccc3)CC2)CC[C@@]23CCCN2C(=O)CCC[C@@H]13
  A: .; B: .; C: -1; D: .

32: CC(=O)c1c(C)[nH]c(C(=O)Nc2ccccc2C)c1C
  A: .; B: .; C: -6; D: .

33: O=C1c2cccn2CC2Cc3ccccc3N12 (stereo not given)
  A: .; B: .; C: -5; D: .

34: CN=C1CN=C(c2ccc[nH]2)c2cc(Cl)ccc2N1
  A: .; B: .; C: 2; D: .

35: O=C(N[C@H]1CCCc2c1cnn2-c1ccc(F)cc1F)c1ccccn1
  A: .; B: .; C: -6; D: .

36: O=C(Nc1ccc(C(O)(C(F)(F)F)C(F)(F)F)cc1)c1ccc(F)cc1F
  A: .; B: .; C: 2; D: .

37: O=C(OCC#CCSc1nnc(-c2cccc3ccccc23)o1)c1ccc(F)nc1
  A: .; B: .; C: -16; D: .

38: COc1ccc(N2CCN(CCCNC(=O)Cn3c(=O)c4cccn4c4cccnc43)CC2)c(OC)c1
  A: .; B: .; C: -4; D: .

39: COc1ccc(CN[C@@H]2CC[C@@]34CCCN3C(=O)CCC[C@H]4C2)cc1
  A: .; B: .; C: 0; D: .

40: Cc1ccc2nc3sc(C(=O)N4CCN(C)CC4)cc3cc2c1
  A: .; B: .; C: -39; D: .

41: Cc1ccc(CN[C@@H]2CC[C@@]34CCCN3C(=O)CCC[C@H]4C2)o1
  A: .; B: .; C: -9; D: .

42: C[C@H]1[C@@H](N)CC[C@@]23CCCN2C(=O)CCC[C@@H]13
  A: .; B: .; C: -10; D: .

43: O=[N+]([O-])c1ccc2nc(CNc3nc(N4CCOCC4)nc4c3ncn4-c3ccsc3)[nH]c2c1
  A: .; B: .; C: 12; D: .

44: O=C1CCC[C@H]2C[C@H](NCc3cccc(F)c3)CC[C@]23CCCN13
  A: .; B: .; C: -4; D: .

45: Cc1ccccc1NC(=O)O[C@H]1CC[C@@]23CCCN2C(=O)CCC[C@H]3[C@H]1C
  A: .; B: .; C: -8; D: .

46: O=C(NCC(c1ccccc1)c1ccccc1)[C@H](Cc1c[nH]c2ccccc12)NC1(C(=O)NC2CCCCC2)CCCCCC1
  A: .; B: .; C: -6; D: .

47: CC1CCC2(CCC(=O)N2C[C@@H](O)c2ccccc2)CC1 (stereo not given in full)
  A: .; B: .; C: -7; D: .

48: COC(=O)Cn1nc(-c2cccc(OC)c2)c2ccccc21
  A: .; B: .; C: 5; D: .

49: COC(=O)[C@@]1(OC(C)=O)CC(OC(C)=O)[C@H](OC(C)=O)[C@H](OC(C)=O)C1Br (stereo not given in full)
  A: .; B: .; C: 0; D: .

50: COc1ccccc1NC(=O)O[C@@H]1CC[C@@]23CCCN2C(=O)CCC[C@H]3C1
  A: .; B: .; C: -7; D: .

The list continues:
Short forms: A = 3CLpro inhibitor; B = VHR inh abs; C = PrPC surface inh; D = Rv3671c protease
51: O=[N+]([O-])c1ccc(CN2CCOCCOCCN(Cc3ccc([N+](=O)[O-])cc3Cl)CCOCC2)c(Cl)c1
  A: .; B: .; C: -2; D: .

52: Cc1ccc(S(=O)(=O)NCC2Cc3ccccc3N2S(=O)(=O)c2ccc(C)cc2)cc1 (stereo not given)
  A: .; B: .; C: 11; D: .

53: FC(F)(F)c1ccccc1NC(=S)OCCN1CCCC12CCC(c1ccccc1)CC2 (stereo not given)
  A: .; B: .; C: -1; D: .

54: c1nc(NCC2CCCO2)c2cc(-c3ccc4c(c3)OCO4)ccc2n1 (stereo not given)
  A: .; B: .; C: -1; D: .

55: CCOC(=O)CC[C@H](NC(=O)[C@@H]1CC=C[C@@H]2CCN(Cc3ccc(Cl)cc3)C(=O)[C@@H]21)C(=O)OCC
  A: .; B: .; C: -8; D: .

56: CCc1ccc(-n2ncc(Cl)c(Oc3ccc(OC)cc3)c2=O)cc1
  A: .; B: .; C: -6; D: .

57: COC(=O)CC1CCc2cc(C)cc(C(=O)CC(C)C)c2O1 (stereo not given)
  A: .; B: .; C: 6; D: .

58: CCC(C#Cc1ccccc1)NCc1ccc(OC)cc1OC (stereo not given)
  A: .; B: .; C: -1; D: .

59: CC(C)CCNC(=O)C1COC(O)(C(Cc2ccccc2)NC(=O)[C@@H](NC(=O)OCc2ccccc2)C(C)C)CN1 (stereo not given in full)
  A: .; B: .; C: -3; D: .

60: O=C(O[C@H]1CC[C@@]23CCCN2C(=O)CCC[C@H]3C1)N1CCCC1
  A: .; B: .; C: -4; D: .

61: COc1cc(F)c(S(=O)(=O)N2CCCN(S(=O)(=O)c3cccc(N)c3)CC2)c(F)c1
  A: .; B: .; C: 14; D: .

62: CCN(CC)C(=O)O[C@H]1CC[C@@]23CCCN2C(=O)CCC[C@H]3C1
  A: .; B: .; C: -2; D: .

63: O=C(NCc1ccccc1)O[C@@H]1CC[C@@]23CCCN2C(=O)CCC[C@H]3C1
  A: .; B: .; C: 3; D: .

64: CC(C)CCNC(=O)CSc1nc2c(c(=O)[nH]1)CCC2
  A: .; B: .; C: 7; D: .

65: CCC[C@H]1[C@@H](NC(=O)c2cccc(C(F)(F)F)c2)CC[C@@]23CCCN2C(=O)CCC[C@@H]13
  A: .; B: .; C: -5; D: .

66: c1ccc2[nH]c(CNc3nc(N4CCOCC4)nc4c3ncn4-c3ccsc3)nc2c1
  A: .; B: .; C: 12; D: .

67: CC(C)c1ccccc1NC(=O)[C@@H]1CCCN1S(=O)(=O)c1cccc2cccnc12
  A: .; B: .; C: 10; D: .

68: O=C(NCC(c1ccccc1)c1ccccc1)[C@H](Cc1c[nH]c2ccccc12)NC1(C(=O)NC2CCCCC2)CCC1
  A: .; B: .; C: 15; D: .

69: Oc1ccc(CNc2ccccn2)c2cccnc12
  A: .; B: .; C: -8; D: .

70: CCOC(=O)c1ccccc1S(=O)(=O)N1CCN(c2nc(-c3cccs3)nc3ccccc23)CC1
  A: .; B: .; C: 1; D: .

71: COc1ccc(C(=O)c2[nH]c(N)c(C(=O)c3ccccc3)c2-c2ccc(OC)c(OC)c2)cc1
  A: .; B: .; C: -15; D: .

72: CCCCc1ccc2nc(NC(=O)c3ccco3)sc2c1
  A: .; B: .; C: 7; D: .

73: CCCCCCCC(=O)N[C@H]1CC[C@@]23CCCN2C(=O)CCC[C@H]3[C@H]1C
  A: .; B: .; C: -2; D: .

74: CN1C2=N[C@H](c3ccc(Br)cc3)CC(=O)N2/C(=C\c2ccccc2)[C@@H]1c1ccccc1
  A: .; B: .; C: 14; D: .

75: O=C(NCc1ccccc1Cl)O[C@H]1CC[C@@]23CCCN2C(=O)CCC[C@H]3C1
  A: .; B: .; C: -2; D: .

Another view of part of the listing above.
nr | canonical_smiles | 3CLpro inhibitor | VHR inh abs | PrPC surface inh | Rv3671c protease
51 | O=[N+]([O-])c1ccc(CN2CCOCCOCCN(Cc3ccc([N+](=O)[O-])cc3Cl)CCOCC2)c(Cl)c1 | . | . | -2 | .
52 | Cc1ccc(S(=O)(=O)NCC2Cc3ccccc3N2S(=O)(=O)c2ccc(C)cc2)cc1 (stereo not given) | . | . | 11 | .
53 | FC(F)(F)c1ccccc1NC(=S)OCCN1CCCC12CCC(c1ccccc1)CC2 (stereo not given) | . | . | -1 | .
54 | c1nc(NCC2CCCO2)c2cc(-c3ccc4c(c3)OCO4)ccc2n1 (stereo not given) | . | . | -1 | .
55 | CCOC(=O)CC[C@H](NC(=O)[C@@H]1CC=C[C@@H]2CCN(Cc3ccc(Cl)cc3)C(=O)[C@@H]21)C(=O)OCC | . | . | -8 | .
56 | CCc1ccc(-n2ncc(Cl)c(Oc3ccc(OC)cc3)c2=O)cc1 | . | . | -6 | .
57 | COC(=O)CC1CCc2cc(C)cc(C(=O)CC(C)C)c2O1 (stereo not given) | . | . | 6 | .
58 | CCC(C#Cc1ccccc1)NCc1ccc(OC)cc1OC (stereo not given) | . | . | -1 | .
59 | CC(C)CCNC(=O)C1COC(O)(C(Cc2ccccc2)NC(=O)[C@@H](NC(=O)OCc2ccccc2)C(C)C)CN1 (stereo not given in full) | . | . | -3 | .
60 | O=C(O[C@H]1CC[C@@]23CCCN2C(=O)CCC[C@H]3C1)N1CCCC1 | . | . | -4 | .
61 | COc1cc(F)c(S(=O)(=O)N2CCCN(S(=O)(=O)c3cccc(N)c3)CC2)c(F)c1 | . | . | 14 | .
62 | CCN(CC)C(=O)O[C@H]1CC[C@@]23CCCN2C(=O)CCC[C@H]3C1 | . | . | -2 | .

The listing continues:
Short forms: A = 3CLpro inhibitor; B = VHR inh abs; C = PrPC surface inh; D = Rv3671c protease
76: CCCCNC(=O)O[C@H]1CC[C@@]23CCCN2C(=O)CCC[C@H]3[C@H]1C
  A: .; B: .; C: -10; D: .

77: C[C@H]1[C@@H](NC(=O)c2ccc(C(F)(F)F)cc2)CC[C@@]23CCCN2C(=O)CCC[C@@H]13
  A: .; B: .; C: 1; D: .

78: C[C@H]1[C@@H](OC(=O)Oc2ccc([N+](=O)[O-])cc2)CC[C@@]23CCCN2C(=O)CCC[C@@H]13
  A: .; B: .; C: -7; D: .

79: COc1cc(-c2c(C(=O)c3ccccc3)[nH]c(N)c2C(N)=O)ccc1O
  A: .; B: .; C: -12; D: .
